From PubChem BioAssay
Lung fibro prol: blocks proliferation of human lung fibroblasts; LL 47 human lung fibroblast viability, ATP luminescence; hits give low values; viability, % at 10 µM; hit rate 1.1% among 85,000;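 active = viability at or below 50% in the single dose screen; inactive = viability above 50%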;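 note: compound exposure lasted 72 h before the ATP readout; 100% = median luminescence of untreated cell-only wells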
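Material: human lung fibroblast line LL 47, low passage; Evaluation: viability percentage against median untreated-cell control; Buffer or medium: 15% FBS in IMEM; Incubation: 72 h compound exposure at 37 °C after overnight plating; Dosing: 0.1% DMSO in all compound wells; Measured by: CellTiter-Glo luminescence.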
Smad3 inh: blocks human Smad3 binding to FoxH1 peptide | AID 630 | hit rate 0.29% among 88,000 | P84022 | inhibition, % at 25 µM | TR-FRET Smad3/Dy647-FoxH1 peptide binding, europium anti-His;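 active = compounds that reduce the energy-transfer binding signal between the protein and its labelled peptide by more than half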;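 note: 0% = Smad3 plus labelled peptide maximal FRET and 100% = peptide-only background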
Target sequence (P84022 whole entry, looked up): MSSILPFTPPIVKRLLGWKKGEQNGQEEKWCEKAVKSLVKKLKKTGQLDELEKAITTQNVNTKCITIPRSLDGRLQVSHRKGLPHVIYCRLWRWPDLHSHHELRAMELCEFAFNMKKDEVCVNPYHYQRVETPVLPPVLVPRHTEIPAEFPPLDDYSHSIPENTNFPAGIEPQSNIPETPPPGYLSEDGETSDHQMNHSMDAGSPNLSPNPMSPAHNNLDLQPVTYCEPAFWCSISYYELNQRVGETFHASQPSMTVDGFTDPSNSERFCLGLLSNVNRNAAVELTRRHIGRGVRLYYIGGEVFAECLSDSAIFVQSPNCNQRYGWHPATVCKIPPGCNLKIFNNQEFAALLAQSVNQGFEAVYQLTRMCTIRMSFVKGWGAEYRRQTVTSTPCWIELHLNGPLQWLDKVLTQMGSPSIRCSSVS
ERb SRC1 inh: ER-beta (human) coactivator binding inhibition. inhibition, % at 25.6 µM. TR-FRET ER-beta LBD / SRC1-Cy5 peptide binding; receptor agonist-loaded with 1 µM estradiol. Q92731. AID 633. hit rate 1.3% among 86,000;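 active = compounds whose percent inhibition of the receptor-coactivator binding signal exceeds about 50% in the single-dose screen, limit read from the data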;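 note: 0% = receptor plus peptide wells without compound and 100% = peptide-only wells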
Target sequence (Q92731 whole entry, looked up, the tested form may be a part): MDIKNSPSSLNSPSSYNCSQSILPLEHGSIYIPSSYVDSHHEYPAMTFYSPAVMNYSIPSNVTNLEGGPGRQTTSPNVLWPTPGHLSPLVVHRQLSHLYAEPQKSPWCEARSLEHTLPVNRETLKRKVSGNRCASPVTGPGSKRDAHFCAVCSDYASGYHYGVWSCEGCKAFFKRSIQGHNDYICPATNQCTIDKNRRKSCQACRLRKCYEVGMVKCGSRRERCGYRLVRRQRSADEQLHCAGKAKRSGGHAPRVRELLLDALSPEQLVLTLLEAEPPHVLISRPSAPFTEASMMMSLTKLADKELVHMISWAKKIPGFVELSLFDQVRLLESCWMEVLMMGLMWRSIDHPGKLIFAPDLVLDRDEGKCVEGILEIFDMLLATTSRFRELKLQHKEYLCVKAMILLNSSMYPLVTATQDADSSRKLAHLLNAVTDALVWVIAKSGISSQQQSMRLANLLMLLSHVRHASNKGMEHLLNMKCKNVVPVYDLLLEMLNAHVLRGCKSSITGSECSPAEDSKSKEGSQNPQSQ
HUVEC inhibit: human endothelial cell proliferation inhibition. HUVEC proliferation, CellTiter-Glo luminescence, 72 h; hits give low values. viability, % at 10 µM (by protocol). hit rate 1.1% among 86,000;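 active = viability at or below 30%; inactive = viability above 30%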;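 note: 100% = median luminescence of DMSO-only cell control wells on each plate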
ERa SRC1 inh: blocks coactivator binding to human estrogen receptor alpha; P03372; TR-FRET ER-alpha LBD / SRC-1 peptide, estradiol-bound; inhibition, % at 25.6 µM; hit rate 1.7% among 86,000; AID 629; in the data active = inhibition above about 50%;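 note: 0% = receptor plus peptide control and 100% = peptide only without receptor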
MT1-MMP txn act: activates MT1-MMP transcription | HT1080 MT1-MMP promoter luciferase reporter, luminescence, overnight; hits give high values | activation factor at 10 µM | hit rate 0.16% among 86,000;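 active = activation factor of at least 2 for MT1-MMP transcription at 10 µM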
H69AR inhibit: blocks growth of human H69AR lung tumor cells; H69AR lung tumor viability, ATP luminescence, 72 h; hits give low values; viability, % at 10 µM; hit rate 6% among 85,000; AID 598;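 active = viability at or below 40%; inactive = viability above 40%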;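 note: multidrug resistant small cell line overexpressing MRP-1 efflux transporter; 100% = mean luminescence of untreated control wells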
ERa coact pot: ER-alpha (human) coactivator binding potentiation | hit rate 1.3% among 86,000 | coactivator binding (% of control), % at 25.6 µM | P03372 | TR-FRET ERalpha-LBD/SRC-Cy5 coactivator binding, 2 h; 100 = basal binding, no effect | AID 639; in the data active = activity above about 200%;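 note: binding measured in presence of low estradiol as agonist stimulus; 0% = peptide alone without receptor and 100% = receptor with peptide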
Mac1 fbg enh: CD11b/CD18-fibrinogen binding enhancement | K562 CD11b/CD18 adhesion to fibrinogen, ATPlite luminescence | hit rate 0.07% among 93,000 | activation, % at 10 µM;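 active = 10 µM primary screen giving 50% or more activity, confirmed by 40% or more on retest at that dose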; note: strong numbers were not always called active
* = called active by the depositor; . = not tested or not shown; [ ] = remark or other dose.

Molecule	Lung fibro prol	Smad3 inh	ERb SRC1 inh	HUVEC inhibit	ERa SRC1 inh	MT1-MMP txn act	H69AR inhibit	ERa coact pot	Mac1 fbg enh
CC(C)n1nnnc1CN1CCN(C)CC1	98	-8	-1	97	-2	1	97	119[fluorescence artefact?]	3
COc1ccc(CC2C(=O)N(c3ccccc3)C(=O)N(c3ccccc3)C2=O)c(OC)c1	106	19	-2	99	-9	1.2	101	101	-4
O=C(c1cc2c(s1)CCCC2)N1CCC2(CC1)OCCO2	.	4	-6	107	-12	1.3	86	99	4
C=CCn1c(O)c(C(C)=NCc2cc(OC)cc(OC)c2)c(=O)[nH]c1=O	48*	25[fluorescence artefact?]	4	26*	-3	0.7	38*	83[fluorescence artefact?]	2
O=C1NC(=O)N(C2CCCCC2)C(=O)C1C1c2ccccc2C(=O)N1Cc1ccccc1 (stereo not drawn)	97	2	-10	92	-1	1.1	.	117	4
CCOC(=O)c1c(C)n(COCCO)c2ccc(O)cc12	94	-13	1	96	6	1	72	106	0
Cc1cccc(C2=NCC(=O)N(CC(=O)NCc3ccco3)c3sc4c(c32)CCCC4)c1	93	2	9	88	17	1	49	86	17
CCCC/C(=N\O)c1c[nH]c2ccccc12	105	9	4	87	7	1.2	81	93	-3
CCOC(=O)c1c(N)n(Cc2ccco2)c2nc3ccccc3nc12	.	1	36	75	14[fluorescence artefact?]	1.2	49	88	-7
CCOC(=O)c1c(C)n(Cc2ccccc2)c2ccc(OCC(O)Cn3nc(C)nc3C)cc12 (stereo not drawn)	84	-8	-5	83	-3	1	79	119[fluorescence artefact?]	8
CC1(C)C2CC=C(CN3CCOCC3)C1C2 (stereo not drawn)	115	-4	-10	99	-6	1.1	89	113	2
O=c1cccc2n1CC1CC2CN(c2ncnc3c2cnn3-c2ccccc2)C1 (stereo not drawn)	108	2	7	98	19	1	88	110[fluorescence artefact?]	-5
CC(=NCc1cccnc1)c1c(O)n(-c2ccc(C)cc2)c(=O)[nH]c1=O	113	3	3[fluorescence artefact?]	95	6	1.1	91	110	-2
Oc1ccc(Cl)cc1CN1CCN(Cc2ccccc2)CC1	98	14	-3	104	1	1.2	90	106	-3
Cc1nnc(SCc2nc3ccccc3c(=O)n2-c2ccccc2Cl)n1N	108	-10	11[fluorescence artefact?]	112	8	1.1	97	104	1
COc1ccc(CCNCc2ccc(F)cc2)cc1OC	93	6	-27	96	2	1.1	90	109	-1
CC(C)CNC(=O)c1c(N)n(Cc2ccc3c(c2)OCO3)c2nc3ccccc3nc12	88	-31	-19[fluorescence artefact?]	49	29[fluorescence artefact?]	0.9	26*	118[fluorescence artefact?]	0
O=C(Cn1ncc2ccccc21)N1CCC2(CC1)OCCO2	108	3	2[fluorescence artefact?]	97	15[fluorescence artefact?]	1.3	104	117	0
CCn1c(O)c(C(=O)CC2NCCc3ccccc32)c(=O)n(CC)c1=S (stereo not drawn)	100	3	-6	99	3	1.2	82	89	.
CN1C(=O)N(C)C(=O)C2(Cc3c(nc4ccccn4c3=O)N3CCC(Cc4ccccc4)CC32)C1=O (stereo not drawn)	97	7	9[fluorescence artefact?]	88	7[fluorescence artefact?]	1.1	78	121[fluorescence artefact?]	-3
O=C1NC(=O)C(C/C=C/c2ccccc2)C(=O)N1	94	8	-2	103	-16	1.1	99	100	-1
N=c1c2c(n(Cc3ccc(Cl)cc3Cl)c3c1CCC3)CCCC2	97	2[fluorescence artefact?]	0[fluorescence artefact?]	106	-4	1.2	69	89[fluorescence artefact?]	-2
CCC(C)(C)n1nnnc1C(c1cccs1)N1CC=C(c2ccc(F)cc2)CC1 (stereo not drawn)	94	19	0	84	4	1.1	71	104	-3
ClCCNc1nc2ccc(Cl)cc2[nH]1	90	-7	-5	93	-5	1.3	106	104	.

Structures listed so far with fluorine:
Molecule	Lung fibro prol	Smad3 inh	ERb SRC1 inh	HUVEC inhibit	ERa SRC1 inh	MT1-MMP txn act	H69AR inhibit	ERa coact pot	Mac1 fbg enh
COc1ccc(CCNCc2ccc(F)cc2)cc1OC	93	6	-27	96	2	1.1	90	109	-1
CCC(C)(C)n1nnnc1C(c1cccs1)N1CC=C(c2ccc(F)cc2)CC1 (stereo not drawn)	94	19	0	84	4	1.1	71	104	-3

Other compounds follow:
Molecule	Lung fibro prol	Smad3 inh	ERb SRC1 inh	HUVEC inhibit	ERa SRC1 inh	MT1-MMP txn act	H69AR inhibit	ERa coact pot	Mac1 fbg enh
COc1cccc(-c2cc(C(F)(F)F)n3nc(C(=O)N4CCC5(CC4)OCCO5)cc3n2)c1	108	10	10	93	-5	1.2	76	78	5
CCN1CCN(CC(=O)c2c(C)n(Cc3ccccc3)c3ccc(OC)cc23)CC1	92	2	-6	87	-4	1.1	55	109	-6
Cc1ccc2c(c1)C1CN(C)CCC1N2C(=O)Cc1cccs1 (stereo not drawn)	99	16	-7	97	-5	1.1	95	117	-1
CC[N+](CC)(CC)CCCOC(=O)C(O)(c1ccccc1)C1CCCCC1 (stereo not drawn)	102	5	-8[fluorescence artefact?]	108	7[fluorescence artefact?]	.	92	109	-1
O=c1[nH]c(=O)n(-c2cccc(Cl)c2)c(O)c1/C=N/c1ccccn1	101	11	-1	88	-7	1.3	104	110	0
COc1cccc(N2CCN(Cc3ccc(Cl)cc3)CC2)c1	95	-3	4	115	6[fluorescence artefact?]	1.1	90	105	-3
CC(C)C[C@H](NC(=O)[C@@H]1CCCN1C(=O)[C@@H](N)Cc1ccc(O)cc1)C(=O)NCC(N)=O	97	15	18	100	4	1.2	100	118	.
CN1CCC(OC(=O)C2c3ccccc3Oc3ccccc32)CC1	93	-2	4	93	1	1.2	80	106	-3
CC1(C)CN=C(NCc2ccccc2Cl)S1	97	2	1	85	-4	1.2	94	116	1
O=C(Cn1ncc2c3ccccc3n(Cc3ccccc3F)c2c1=O)N1CCC2(CC1)OCCO2	93	-8	-15	107	-5	1.1	91	100	-4
O=P1(NC2CCCC2)COc2ccccc2OC1	89	4	4	99	4	1	99	109	1
CCCCn1c(=O)c(C(=O)NCc2ccncc2)c(O)c2ccccc21	100	-1	-5	123	8	1.2	75	89	6
O=C(c1ccc(CS(=O)(=O)c2ccccc2)o1)N1CCC2(CC1)OCCO2	104	-4	74*[fluorescence artefact?]	102	46[fluorescence artefact?]	1.4	97	33[fluorescence artefact?]	2
O=c1[nH]c(=O)n(C2CCCCCC2)c(O)c1C=NCC1CCCO1 (stereo not drawn)	96	-2	-6	89	-2	1.1	79	134	0
OC(Cc1ccccc1)(c1ccccc1)C1CN2CCC1CC2 (stereo not drawn)	89	6	-11	79	-4	1.1	81	139[fluorescence artefact?]	-3
CC(C)C12CN3CC(C(C)C)(CN(C1)C3c1cccnc1)C2=O (stereo not drawn)	97	-9	-11	97	-4	1.1	94	109[fluorescence artefact?]	.
O=C1CC(N2CCC(n3c(=O)[nH]c4ccccc43)CC2)C(=O)N1Cc1ccccc1 (stereo not drawn)	103	1	1	88	8	1.3	101	112	-2
COC(=O)CN1C(=O)C2(C(C(=O)OC)=C(N)Oc3ccccc32)C2=C1CC(C)(C)CC2=O (stereo not drawn)	98	6	-4	93	1	1.2	96	102	3
Clc1ccccc1CN1CCN(c2ccccc2Cl)CC1	96	-10	-4	114	5	1	86	103	-2
CCCCc1nc2ccccc2c(=O)n1-c1ccc(O)cc1	92	-4	-1	99	-19	1.1	84	120	.
O=C(O)C12C3CCCC1C32c1ccccc1 (stereo not drawn)	102	-2	-4[fluorescence artefact?]	76	-3	1.2	98	123	0
FC(F)(F)C1=NC(C(F)(F)F)=NP(N2CCOCC2)(N2CCOCC2)=N1	105	3	3[fluorescence artefact?]	89	3[fluorescence artefact?]	1.2	93	104	2
O=C(CN1CCN(Cc2cccc(Cl)c2)C1=O)N1CCC2(CC1)OCCO2	96	-2	-16	98	0	1.2	103	153	0
CCOc1ccccc1N=C1SCCCN1C	113	-13	-15	94	-7	1.1	101	106	1
CCOc1ccc2nc(N3CCC(C(=O)N4CCC5(CC4)OCCO5)CC3)sc2c1	102	4	-6	97	0	1.4	52	103	-3
O=C(Cc1ccc(Br)cc1)N1CCN(Cc2ccccc2)CC1	102	6	37	110	-2	1.4	55	134	-5
Cn1c(O)c(C=NCCN2CCNCC2)c(=O)n(C)c1=O	97	4	-6	90	-5	1.2	93	110	.
COc1ccc(CNCC(=O)N2CCC3(CC2)OCCO3)cc1	101	4	0	98	-6	1.2	86	125	-2
COc1cc(OC)cc(-n2nc(C(=O)N3CCC4(CC3)OCCO4)c3ccccc3c2=O)c1	101	0	-4[fluorescence artefact?]	103	3	1.3	90	119	-2
Cc1cccc(-n2c(C)nc3ccccc3c2=O)n1	.	8	-8	102	-9	1.1	107	102	.
CCCCn1c(O)c(C(CC)=NCCN2CCOCC2)c(=O)[nH]c1=O	101	5	-7	108	-1	1.1	102	98	0
CCOP(=O)(C#CC(C)(C)C)C(O)(c1ccccc1)C(F)(F)F (stereo not drawn)	103	6	-11	101	-3	0.9	97	120	-1
COC(=O)C1CN(C#N)N(c2ccc(Cl)cc2)C12c1ccccc1-c1ccccc12 (stereo not drawn)	2.1*	11	-4	2.4*	-10	0.1	2.3*	96	.
CC(=O)Nc1ccccc1OC(=O)N(C)C	89	12	-18	105	-28	1	91	108	0
Cc1cccc(NC(=O)CSc2nnc([C@@H](N)Cc3c[nH]c4ccccc34)o2)c1C	96	1	-10	86	0	1.1	93	141	-2
CCC(C)(C)n1nnnc1CN1CCC(n2c(C)nc3cc(C(F)(F)F)ccc32)CC1	95	-2	-2[fluorescence artefact?]	97	7[fluorescence artefact?]	1.1	74	113	.

The list is partial; the hit share may differ from the screen's.
